OXTR agonist: human OXTR agonists, primary screen, fluorescence, CHO-OTR cells, Fluo-8 calcium | Oxytocin receptor (Homo sapiens), P30559 | Fluo-8 calcium fluorescence; normalized: DMSO 0%, oxytocin 100% | activation, % at 3 µM | 320,000 compounds, 0.32% hits;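 active = activation above the mean of all tested compounds plus 3 SD, cutoff set per screening run, cut at about 20% in these data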;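 note: peak over basal fluorescence ratio from a 100 s FLIPR kinetic read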
Target sequence (P30559 whole entry, looked up): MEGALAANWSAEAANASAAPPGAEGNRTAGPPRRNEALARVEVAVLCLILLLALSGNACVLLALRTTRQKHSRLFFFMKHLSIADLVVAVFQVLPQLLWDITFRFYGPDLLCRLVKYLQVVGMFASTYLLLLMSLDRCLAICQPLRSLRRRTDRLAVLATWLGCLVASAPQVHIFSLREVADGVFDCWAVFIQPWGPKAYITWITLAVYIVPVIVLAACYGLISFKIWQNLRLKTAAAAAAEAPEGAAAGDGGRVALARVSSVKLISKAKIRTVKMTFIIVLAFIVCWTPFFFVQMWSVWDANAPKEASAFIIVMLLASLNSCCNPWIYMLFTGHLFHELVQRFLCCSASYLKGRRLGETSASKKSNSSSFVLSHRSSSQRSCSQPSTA
TAAR1 antagonist: human TAAR1 antagonists, primary screen, Fluo-8 calcium fluorescence, CHO RD-HGA16 cells. AID 624466, 2012. inhibition, % at 3 µM. 360,000 compounds, 1.5% hits. antagonist. Trace amine-associated receptor 1 (Homo sapiens), Q96RJ0;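 active = inhibition above a per-plate cutoff, the mean inhibition of test compounds on that plate plus 3 SD, cut at about 49% in these data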;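 note: 0% = DMSO plus EC80 beta-PEA response and 100% = DMSO alone without agonist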
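System: CHO RD-HGA16 cells bearing hTAAR1. Reagent: EC80 β-phenethylamine stimulus. Schedule: seeding 17-24 h prior, 75-min 37 °C, 30-min RT dye loading. Signal: Fluo-8 intracellular calcium dye fluorescence, real-time kinetic reads. Read-out: % inhibition from peak post-agonist over basal fluorescence ratio. Benchmarks: vehicle wells and EC80 agonist wells. Replicates: n of 1.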
M1 antag: human M1 muscarinic receptor antagonists, primary screen, CHO-K1 cells, Fluo-8 calcium fluorescence, 1536-well; Muscarinic acetylcholine receptor M1 (Homo sapiens), P11229; inhibition, % at 3 µM; CHO-K1 hM1, ACh EC80 antagonist; 360,000 compounds, 1.3% hits;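 active = percent inhibition above its own plate's cutoff, namely the mean of that plate's compound wells plus 3 SD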;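 note: peak over basal fluorescence ratio during 140 s after agonist addition; 0% = ACh EC80 plus DMSO and 100% = DMSO alone without agonist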
TAAR1 ag: human TAAR1 agonists, primary screen, Fluo-8 calcium fluorescence, CHO RD-HGA16 cells. vehicle wells 0%, saturating PEA agonist 100%. activation, % at 3 µM. 360,000 compounds, 0.99% hits. AID 624467, 2012;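 active = activation above the mean activation of all test compounds in the run plus 3 SD, cut at about 38% in these data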
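System: CHO RD-HGA16 cells carrying human TAAR1 plus Gα16; Incubation: 17-24 h seeding, 75 min 37 °C dye, 30 min RT; Measured by: Fluo-8 fluorescence, 5 s baseline then 140 s kinetic read; Control set: DMSO and PEA EC100; Replication: single well for each compound.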
CHO parental Ca: ATP-evoked calcium signal inhibitors, parental CHO, primary screen, counter-screen for OX1R antagonist project, cell-based, fluorescence, Fluo-8 calcium dye; parental CHO-K1, ATP-induced calcium, Fluo-8 fluorescence; inhibition, % at 5.6 µM; 330,000 compounds, 0.63% hits; AID 463079, 2010;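 active = inhibition above that plate's mean sample inhibition plus 3 SD, cut at about 26% in these data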;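 note: 0% = ATP-challenged DMSO wells and 100% = DMSO wells without ATP; some compounds past the cut are filed as inactive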
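test system = CHO parental line | reagent = ATP stimulus | measured by = intracellular calcium via Fluo-8 no-wash fluorescent dye | control set = ATP and no-ATP DMSO wells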
M1 PAM: human M1 muscarinic receptor positive allosteric modulators, primary screen, CHO-K1 cells, Fluo-8 calcium fluorescence, 1536-well | Muscarinic acetylcholine receptor M1 (Homo sapiens), P11229 | CHO-K1 hM1, ACh EC20; 0% = ACh EC20, 100% = maximal ACh | activation, % at 3 µM | 360,000 compounds, 0.088% hits; in the data active = activation above about 19%, passing the limit was not always enough
V1R ag counter: agonists of human V1a receptor, primary screen, counter-screen for OXTR agonist project, fluorescence, CHO-V1R cells | Fluo-8 calcium fluorescence, agonist mode; 0% DMSO, 100% 3 nM vasopressin | activation, % at 3 µM | Vasopressin V1a receptor (Homo sapiens), P37288 | 320,000 compounds, 0.25% hits;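 active = activation above the mean activation of all tested compounds plus 3 SD, per screening run, cut at about 20% in these data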;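 note: signal is peak over basal fluorescence ratio across a 100 second FLIPR read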
Target sequence (P37288 whole entry, looked up): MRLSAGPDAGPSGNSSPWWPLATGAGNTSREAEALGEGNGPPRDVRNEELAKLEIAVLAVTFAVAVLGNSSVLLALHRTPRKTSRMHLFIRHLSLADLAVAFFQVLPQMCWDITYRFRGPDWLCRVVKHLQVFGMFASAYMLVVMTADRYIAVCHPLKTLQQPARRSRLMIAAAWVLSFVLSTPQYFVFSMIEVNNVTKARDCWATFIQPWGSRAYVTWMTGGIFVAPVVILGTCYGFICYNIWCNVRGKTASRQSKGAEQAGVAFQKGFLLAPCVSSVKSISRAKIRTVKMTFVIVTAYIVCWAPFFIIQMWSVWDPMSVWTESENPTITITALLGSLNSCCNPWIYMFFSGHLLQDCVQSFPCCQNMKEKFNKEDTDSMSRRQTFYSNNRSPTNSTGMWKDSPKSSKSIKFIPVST
OXTR potentiate: human OXTR potentiators, primary screen, fluorescence, CHO-OTR cells, Fluo-8 calcium; Oxytocin receptor (Homo sapiens), P30559; Fluo-8 calcium fluorescence, potentiator mode; 0% = oxytocin EC15, 100% = EC100; activation, % at 3 µM; 320,000 compounds, 0.061% hits;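 active = activation above that plate's cutoff, the mean activation of tested compounds plus 3 SD, cut at about 6.6% in these data, passing the limit was not always enough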;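 note: 100% uses oxytocin at 75 nM as the full agonist control; some results filed as inactive read as strong as hits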
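Assay system: CHO cell line stably expressing human OTR. Reagent: EC15 oxytocin agonist. Dosing: single dose, 3.0 µM nominal final compound concentration. Timing: compound 6 min at room temperature before oxytocin, 100 s read. Signal: kinetic Fluo-8 calcium fluorescence. Controls: oxytocin EC15 low and EC100 high.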
CHRM1 agonist: human M1 muscarinic receptor agonists, primary screen, Fluo-8 calcium fluorescence, CHO-K1 cells, HTS | 360,000 compounds, 0.33% hits | CHO-K1 hM1, agonist mode; 0% DMSO, 100% acetylcholine EC100 | activation, % at 3 µM | Muscarinic acetylcholine receptor M1 (Homo sapiens), P11229;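 active = activation above the run's mean compound activation plus 3 SD, cut at about 16% in these data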;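 note: peak over basal fluorescence ratio within a 140 s kinetic read after compound addition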
* hit, by the source's call; x = no result given. An unsorted share of the library. Share with any hit: about 3.7%.

entry	smiles	M1 PAM	M1 antag	CHRM1 agonist	TAAR1 ag	CHO parental Ca	OXTR agonist	TAAR1 antagonist	V1R ag counter	OXTR potentiate
1	NC(=O)CN1C(=O)C(=O)N(Cc2cccc(C(F)(F)F)c2)C1=O	8	-18	-3	-1	-6	0.5	9	0.7	-4
2	CC1CN(S(=O)(=O)c2ccc(C(=O)N(C)C3CCCCC3)cc2)CC(C)O1 (stereo not drawn)	17	-20	0	25	-4	3.3	-1	0.8	1
3	OCCOCCn1c2ccccc2c2ccccc21	10	-40	-2	5	0	-0.2	-14	-0.5	-11
4	C=CCN1C(=O)c2ccc(C(=O)N(C)CC(=O)Nc3ccc(OCC)c(OCC)c3)cc2C1=O	0	-1	-2	1	39*	0.5	-19	0.0	-9
5	CCOC(=O)/C(C#N)=C/C=C1/C=CC=CN1C	8	-11	-5	3	-4	1.3	-14	1.8	-6
6	C/C(=C\C(=O)N1CCc2ccccc21)C(=O)O	0	12	-4	9	-1	-0.8	0	0.0	-7
7	COC(=O)CCc1sc(Nc2ccccc2)nc1-c1ccc(OC)cc1	4	-3	0	0	-21	-0.5	3	0.0	-15
8	COC(=O)C1=C(O)C2(C(=O)O)CC(C(=O)OC)=C(O)C(C(=O)O)(C1)C2	6	-8	-4	1	-1	-0.6	-6	1.9	-2
9	O=C1[C@@H]2[C@H]3CC[C@H](C3)[C@@H]2C(=O)N1O	4	-9	-4	2	-5	1.4	-19	0.9	1
10	O=C(COC(=O)CN1C(=O)c2ccccc2C1=O)Nc1ccccc1[N+](=O)[O-]	-5	6	0	22	-10	1.5	23	3.3	-9
11	CS(=O)(=O)c1ccc(NC(=O)c2ccccc2-n2cnnn2)cc1	5	1	0	5	-15	0.4	-15	0.6	2
12	CCCCn1c(=O)[nH]c2nc3cc(N)ccc3nc2c1=O	-10	23	25*	28	36	50*	24	30*	-12
13	Cc1ccccc1OCC(=O)N/N=C/c1sc(=O)n(Cc2cccc(C(=O)O)c2)c1Cl	3	-1	-2	-1	-13	-0.5	0	0.3	0
14	COc1cccc(CNC(=O)c2cc(S(=O)(=O)N3CCOCC3)cn2C)c1	5	-11	4	1	-5	-0.9	-5	-0.2	1
15	O=C(Nc1c2c(nn1-c1ccc(F)cc1)CS(=O)(=O)C2)c1ccc2c(c1)OCO2	2	-4	-1	0	-6	-0.3	-11	0.6	-2
16	CC1(C)CC[C@]2(CO)CC[C@]3(C)C(=CCC4[C@@]5(C)CC[C@H](O)[C@@](C)(CO)C5CC[C@]43C)[C@@H]2C1 (stereo partly drawn)	20	-17	-2	26	-41	-0.2	-11	0.3	-6
17	CCCCOc1ccc(/C=N/NC(=O)c2nnn(-c3nonc3N)c2C)cc1	5	-4	-2	4	-10	0.1	3	0.4	-4
18	COc1ccc(/C=C2\SC(=O)N(CC(=O)NNC(=O)c3ccccc3O)C2=O)cc1	1	-8	-10	-2	-7	0.1	-7	0.6	-8
19	NC(=O)[C@H]1CC2(CC(c3cccc(NC(=O)COc4ccc(Cl)cc4)c3)=NO2)CN1C(=O)c1ccc(Cl)cc1 (stereo partly drawn)	14	-4	-3	2	-12	-0.1	-1	1.5	-7
20	CCOc1ccc(N2C(=O)C3CCCN3C2=S)cc1 (stereo not drawn)	-8	17	-2	-2	-9	0.5	-12	0.5	-4
21	CCOc1ccc(CNC(=O)C2CCN(C(=O)N3CC(C)Oc4ccccc43)CC2)cc1 (stereo not drawn)	-1	-10	-4	4	-11	-0.8	2	0.1	-6
22	Cc1cc(OCC(=O)OCC(=O)NC2CCCCCC2)ccc1Cl	5	-4	-1	-3	-4	0.4	2	0.3	-7
23	COc1cccc(-n2nnc3c(=O)n(Cc4cccc(F)c4)cnc32)c1	7	-12	-2	1	-11	-0.1	-2	0.1	-9
24	FC(F)(F)c1ccccc1Cc1c(-c2ccccc2)nc2ccc(Br)cn12	3	-31	0	1	x	x	-17	x	x

Record cards, as listed above. Values in the order: M1 PAM, M1 antag, CHRM1 agonist, TAAR1 ag, CHO parental Ca, OXTR agonist, TAAR1 antagonist, V1R ag counter, OXTR potentiate
`C=CCN1C(=O)c2ccc(C(=O)N(C)CC(=O)Nc3ccc(OCC)c(OCC)c3)cc2C1=O` reads 0, -1, -2, 1, 39*, 0.5, -19, 0.0, -9
`COc1cccc(CNC(=O)c2cc(S(=O)(=O)N3CCOCC3)cn2C)c1` reads 5, -11, 4, 1, -5, -0.9, -5, -0.2, 1
`CS(=O)(=O)c1ccc(NC(=O)c2ccccc2-n2cnnn2)cc1` reads 5, 1, 0, 5, -15, 0.4, -15, 0.6, 2

(more compounds)
entry	smiles	M1 PAM	M1 antag	CHRM1 agonist	TAAR1 ag	CHO parental Ca	OXTR agonist	TAAR1 antagonist	V1R ag counter	OXTR potentiate
25	COc1cc(NC(=O)CN2C(=O)NC(C)(c3ccc4ccccc4c3)C2=O)c(C)cc1[N+](=O)[O-] (stereo not drawn)	5	-2	-5	7	-15	3.0	9	2.7	-8
26	O=C(NCc1cccs1)c1cc(S(=O)(=O)N2CCCCC2)ccc1Cl	6	-6	-3	1	-12	1.2	6	1.1	0
27	Cc1ccc(S(=O)(=O)NCc2ccccc2)cc1C(=O)NCC(=O)Nc1c(C)cccc1C	-2	-4	-1	2	x	x	-36	x	x
28	O=C(NCc1ccccc1CN1CCCC1)c1cc2ccccc2o1	-10	13	-9	3	-12	-0.3	3	0.5	-5
29	O=C(Cn1cnc([N+](=O)[O-])c1)NCc1ccc(F)cc1	10	-11	-1	2	-7	0.5	-2	0.6	-8
30	Fc1ccc(NC(=S)Nc2ccc(F)c(Cl)c2)cc1Cl	-12	24*	6	x	24	17	x	13	-21
31	Cc1cc(C(=O)CSc2nnc(Cc3ccccc3)o2)c(C)n1Cc1ccc2c(c1)OCO2	1	-1	-2	10	4	0.1	10	2.6	-14
32	O=C(Cc1cccs1)NCc1ccccc1F	0	1	-5	12	-7	-0.1	-12	-0.9	-4
33	N#CCc1ccc(NC(=O)Cn2c(=O)oc3ccccc32)cc1	13	-22	1	1	0	0.4	-15	0.6	3
34	COC(=O)c1ccccc1NC(=O)Cn1c(CCC(=O)O)ccc1-c1cccs1	0	0	-4	1	-18	0.7	4	0.1	2
35	O=C(OC1CCOC1=O)c1cc(S(=O)(=O)N2CCOCC2)c(Cl)cc1Cl (stereo not drawn)	3	4	-3	1	-12	1.1	1	1.0	3
36	O=C(Nc1cccc(-n2cnnn2)c1)c1cccs1	9	-9	-1	3	-18	0.9	-4	2.5	-5
37	Cc1ccc(N2C(=O)C3N=NN(CC(=O)N4N=C(c5cccc6ccccc56)CC4c4ccccc4)C3C2=O)cc1 (stereo not drawn)	-5	16	-2	19	-4	1.0	-4	1.2	3
38	CC(=O)N1C(=O)N(C)C2C1N(C)C(=O)N2C(C)=O (stereo not drawn)	x	x	x	x	-4	0.2	x	0.5	0
39	CN(C)/C=C/C(=O)c1cnc(-c2ccccc2)s1	3	-2	-5	4	-16	-0.4	15	0.7	-11
40	Cc1nn(CC(=O)NC(C)CCc2ccccc2)c(=O)c2nn(-c3ccccc3)c(C)c12 (stereo not drawn)	0	-7	-5	-3	-1	-1.6	-17	-0.4	2
41	O=C(c1cccs1)N1C[C@@H](O)[C@H](n2cc(-c3ccc(F)cc3)nn2)C[C@@H]1c1ccc(Cl)cc1	-7	5	-2	2	x	x	19	x	x
42	COc1ccc(C(CCNCc2ccc(OC(C)C)cc2)C(C)C)cc1 (stereo not drawn)	-17	36*	-2	23	27*	13	11	11	-8
43	Cc1ccc(CNC(=S)Nc2ccc(NS(=O)(=O)c3ccc(C)cc3)cc2)cc1	2	2	-1	7	x	x	28	x	x
44	CC(C)CNC(=O)CCc1nc(-c2ccccc2)no1	4	-12	-1	7	-12	-1.1	-25	0.0	-11
45	Cc1cccc(C(=O)NCC(=O)N2CC=C(c3ccccc3)CC2)c1	3	-1	-3	2	-22	-0.2	-31	1.9	-8
46	O=C1NC[C@H](Cc2ccccc2)N(C[C@H]2CCCN2C[C@H](Cc2ccccc2)N2C[C@H](Cc3ccccc3)N(CC3CCCCC3)C(=O)C2=O)C1=O	13	-6	-2	0	x	x	-30	x	x
47	CCOc1ccc(Br)cc1S(=O)(=O)NC1CCCC1	-4	3	-4	14	-15	-1.9	-4	-0.5	-6
48	COC(=O)C1=C(C)N(C)C(=S)NC1c1ccccc1 (stereo not drawn)	4	-6	-4	6	-2	-1.5	3	-0.6	-1

Single values from the results shown.
cpd 20 in CHO parental Ca is entered as -9
cpd 9 in M1 PAM is entered as 4
cpd 48 in TAAR1 antagonist is entered as 3

More records follow:
entry	smiles	M1 PAM	M1 antag	CHRM1 agonist	TAAR1 ag	CHO parental Ca	OXTR agonist	TAAR1 antagonist	V1R ag counter	OXTR potentiate
49	O=[N+]([O-])c1cc(S(=O)(=O)Nc2ccccc2)ccc1NCc1cccnc1	-3	-1	-4	11	-5	8.1	21	8.9	-11
50	CCc1ccc(-c2nc(CN3CCC(C(=O)NCCN(CC)c4ccccc4)CC3)c(C)o2)cc1	6	-8	-4	25	-18	5.1	-4	4.4	-14
51	CNC(=O)c1cccc(NC(=O)c2ccccc2OCc2ccccc2)c1	-8	6	-1	22	-10	4.5	54*	5.3	-12
52	CN1CCN(c2ncnc3c2ncn3[C@H]2CN(Cc3ccc(F)cc3)C[C@@H](CO)O2)CC1	-9	22	-3	0	x	x	-6	x	x
53	Cc1ccc(-c2csc(N)n2)cc1	-3	14	-3	0	x	x	-17	x	x
54	COc1ccc(C(=O)N2CCCC(c3cc(C(=O)NCc4cccnc4)no3)C2)cc1 (stereo not drawn)	11	-11	3	3	x	x	-35	x	x
55	Cc1ccccc1NC(NC(=O)OCCn1c([N+](=O)[O-])cnc1C)C(Cl)(Cl)Cl (stereo not drawn)	-4	3	-6	4	-11	0.9	10	0.5	-1
56	C=CCN1C(=O)c2ccc(C(=O)N(C)Cc3ccc(C)o3)cc2C1=O	17	-15	2	1	-31	-0.1	-19	0.6	-11
57	c1ccc(C2(c3ccccc3)OCC(Cn3cncn3)O2)cc1 (stereo not drawn)	-2	-6	-3	14	-10	-1.6	0	-1.3	-3
